# Pf growth 96h: P. falciparum growth inhibition at 96 hour, primary screen for plastid delayed-death inhibitors. Potency, µM (series often up to 28.7 µM), inactives show at the top dose activity change, negative = inhibition, actives largely listed as inhibitors. P. falciparum luciferase reporter growth, 96 h. 320,000 compounds, 6.9% hits; note: potency is the fitted concentration of half-maximal effect; % is set by controls: 0 for no effect and ±100 for the full control effect
#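 P. falciparum expressing integrated firefly luciferase grown in erythrocytes (2% hematocrit, 0.05% parasitemia final) with compounds for 96 hours at 37 C, 5% CO2. Growth inhibition read as loss of luminescence after adding luciferase detection reagent.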
# CHX counter: counter-screen for Shiga toxin inhibitors: cycloheximide protein synthesis inhibition; max response, %; 300,000 compounds, 12% hits; AID 2314; cell reporter, cycloheximide protein synthesis inhibition counterscreen; in the data active = max response mostly above about 13%, no sharp cut-off; inactive = mostly below about 14%; note: read at 38.3 µM for the half of the compounds with a filed dose; 0% is about no effect
# LmPK inh: blocks Leishmania mexicana pyruvate kinase activity; purified LmPK, Kinase-Glo ATP luminescence, 1 h; AID 1721; Q27686; Potency, µM (top dose mostly 57.5 µM), for the others: top-dose activity change, negative = inhibition, most hits filed as inhibitors; 290,000 compounds, 0.37% hits; note: potency is the fitted concentration of half-maximal effect; % is set by controls: 0 for no effect and ±100 for the full control effect
# Target sequence (Q27686 whole entry, looked up): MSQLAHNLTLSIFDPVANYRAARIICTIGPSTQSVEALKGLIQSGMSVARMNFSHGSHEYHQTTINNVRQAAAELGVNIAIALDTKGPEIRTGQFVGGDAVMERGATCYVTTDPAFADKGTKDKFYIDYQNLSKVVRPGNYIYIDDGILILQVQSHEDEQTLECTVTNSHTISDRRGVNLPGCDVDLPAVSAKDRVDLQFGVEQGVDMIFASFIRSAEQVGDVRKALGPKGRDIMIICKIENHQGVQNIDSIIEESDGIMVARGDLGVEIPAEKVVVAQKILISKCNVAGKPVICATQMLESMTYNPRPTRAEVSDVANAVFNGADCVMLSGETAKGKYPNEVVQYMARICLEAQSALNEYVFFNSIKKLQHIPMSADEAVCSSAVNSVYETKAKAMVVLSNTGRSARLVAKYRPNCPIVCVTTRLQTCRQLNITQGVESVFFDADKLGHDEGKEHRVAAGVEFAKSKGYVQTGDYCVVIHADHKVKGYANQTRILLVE
#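 Purified LmPK (0.1 nM) with 0.5 mM PEP and 0.1 mM ADP in imidazole buffer pH 7.2 with MgCl2/KCl, 1 h at room temperature. ATP formed was read by luciferase luminescence and normalized to no-enzyme and uninhibited controls.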
# TbPYK inhibitor: blocks Trypanosoma brucei pyruvate kinase; 410,000 compounds, 0.12% hits; Q57TT1; TbPYK enzyme, Kinase-Glo Plus ATP luminescence, 45 min; Potency, µM (series often up to 76.8 µM), without a hit: at the highest dose activity, negative = inhibition, usual class: inhibitors; note: potency is the fitted concentration of half-maximal effect; % is set by controls: 0 for no effect and ±100 for the full control effect; nearly all actives have a fitted effect of over 50% in size
#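 Luminescent Kinase-Glo Plus end-point after 45 min room-temperature reaction of T. brucei pyruvate kinase started with 130 uM ADP (final). Buffer TEA 50 mM pH 7.2 with KCl, MgCl2, BSA, Tween-20; titration-based qHTS with fitted concentration-effect curves.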
# Shiga toxin inh: Shiga toxin inhibition; Vero cells, Shiga toxin protein synthesis inhibition reporter; inhibition, % at 38.7 µM; 290,000 compounds, 9.2% hits; in the data active = inhibition mostly above about 28%, no sharp cut-off; inactive = mostly below about 43%; note: 0% is about no effect
# AmpC no deterg: AmpC beta-lactamase inhibition without detergent. P00811. AmpC nitrocefin hydrolysis, absorbance 480 nm, 0.0001% Triton. Potency, µM (top dose mostly 57.1 µM), for inactives: top-dose activity change, negative = inhibition, most hits filed as inhibitors. 330,000 compounds, 0.52% hits. AID 485341;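 note: potency is the fitted concentration of half-maximal effect; plate controls were no compound for no effect and no enzyme for full effect; nearly all actives have a fitted effect of over 20% in size; some results filed as inactive show a strong effect at the top dose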
# Target sequence (P00811 whole entry, looked up): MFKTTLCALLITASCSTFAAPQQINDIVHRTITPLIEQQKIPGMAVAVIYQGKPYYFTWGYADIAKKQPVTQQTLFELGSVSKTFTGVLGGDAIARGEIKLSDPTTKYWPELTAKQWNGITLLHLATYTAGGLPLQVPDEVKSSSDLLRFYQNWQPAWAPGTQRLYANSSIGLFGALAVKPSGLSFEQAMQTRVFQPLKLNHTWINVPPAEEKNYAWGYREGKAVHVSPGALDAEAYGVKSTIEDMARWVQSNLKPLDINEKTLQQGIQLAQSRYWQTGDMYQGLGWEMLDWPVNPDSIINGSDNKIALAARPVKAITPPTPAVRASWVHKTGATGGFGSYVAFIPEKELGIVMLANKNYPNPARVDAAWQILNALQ
#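 AmpC (5.3 nM in the dispensed reagent) in 20 mM phosphate pH 7.0 with 0.01% (detergent screen) or 0.0001% Triton X-100 was preincubated with compounds for 15 min at room temperature. Nitrocefin was then added from an 800 uM solution, and hydrolysis was followed at 480 nm.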
# Pf growth 48h: P. falciparum growth inhibition at 48 hours (one generation); 310,000 compounds, 5.9% hits; P. falciparum luciferase growth in erythrocytes, 48 h; Potency, µM (titrated, usually from 28.7 µM), inactives show top-dose activity change, negative = inhibition, usual class: inhibitors; note: potency is the fitted concentration of half-maximal effect; % is set by controls: 0 for no effect and ±100 for the full control effect
#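 Firefly luciferase activity from engineered P. falciparum reports growth; inhibitors lower the luminescent signal. Cultures contained 2% hematocrit erythrocytes at 0.1% final parasitemia.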
# An asterisk follows results filed as active; ? = inconclusive; / = no result given; & = joins results of further samples; [ ] = dose if it differs, or a comment. Unless noted, calls come from the whole dose curve; as a rule, active = well fitted curve in the direction sought with a large enough effect; inconclusive = small, poorly fitted or top-dose-only effect, or another doubt; inactive = no such curve, though single readings can be large; an effect the other way counts as inactive or inconclusive.
# Field names – A = Pf growth 96h; B = CHX counter; C = LmPK inh; D = TbPYK inhibitor; E = Shiga toxin inh; F = AmpC no deterg; G = Pf growth 48h
COc1ccc2c(c1)c1nc3ccccc3nc1n2CCn1c(=O)oc2ccccc21
  A: 27% | B: 5 | C: 0% | D: -6% | E: -4 | F: -19% | G: 18%
COc1cccc(-n2cc(C(=O)O)c3ccccc3c2=O)c1
  A: ? | B: -2 | C: -9% | D: -3% | E: 1 | F: -15% | G: -3%
Clc1ccc(/C=N/Nc2ncnc3ccccc23)cc1Cl
  A: ? | B: 26* | C: 1% | D: 0% | E: 90* | F: -1% | G: -19%
COc1ccccc1CN1CC(C(=O)NCc2cccc(Cl)c2)CCC1=O (stereo not given)
  A: -2% | B: 9 | C: 1% | D: 1% | E: 8 | F: 94%[activator] | G: 6%
CC1(C)CC(c2nc(-c3ccccc3)cs2)CCS1 (stereo not given)
  A: 3% | B: 16* | C: -7% | D: -3% | E: -2 | F: -34% | G: 7%
O=C(Nc1ccc2c(c1)OCCO2)C(=O)NC1CC1
  A: 5% | B: 29* | C: -4% | D: -6% | E: 80* | F: -11% | G: 196%[activator]
O=C1C2ON(c3ccccc3)C(c3ccncc3)C2C(=O)N1c1ccccc1 (stereo not given)
  A: / | B: -3 | C: 6% | D: -1% | E: -5 | F: 28% | G: 11%
CCOC(=O)C1(CCOc2ccccc2)CCN(Cc2cc(OC)ccc2OC)CC1
  A: 0% | B: -1 | C: 2% | D: 3% | E: -14 | F: 44% | G: ?
CCc1nc2ccccc2c(C(=O)OCC(=O)NCc2ccco2)c1C
  A: / | B: 13 | C: -3% | D: -3% | E: -16 | F: -19% | G: ?
CC1CCCN(C(=O)CNC(=O)c2ccco2)C1 (stereo not given)
  A: 87%[activator] | B: 33* | C: -5% | D: 4% | E: 53* | F: -9% | G: 270%[activator]

# Reprinted at random: 2 compounds from above, in no set order.
# Field names – A = Pf growth 96h; B = CHX counter; C = LmPK inh; D = TbPYK inhibitor; E = Shiga toxin inh; F = AmpC no deterg; G = Pf growth 48h
CCOC(=O)C1(CCOc2ccccc2)CCN(Cc2cc(OC)ccc2OC)CC1
  A: 0% | B: -1 | C: 2% | D: 3% | E: -14 | F: 44% | G: ?
O=C(Nc1ccc2c(c1)OCCO2)C(=O)NC1CC1
  A: 5% | B: 29* | C: -4% | D: -6% | E: 80* | F: -11% | G: 196%[activator]

# Remaining list, next part:
# Field names – A = Pf growth 96h; B = CHX counter; C = LmPK inh; D = TbPYK inhibitor; E = Shiga toxin inh; F = AmpC no deterg; G = Pf growth 48h
O=c1oc2cc([N+](=O)[O-])ccc2nc1/C=C(\O)c1cccc(Br)c1
  A: 24% | B: 3 | C: 3% | D: -4% | E: 13 | F: -24% | G: 14%
Cc1ccc(NS(=O)(=O)c2cc3c4c(cccc4c2)C(=O)NC3=O)cc1
  A: -28% | B: -1 | C: 7% | D: -8% | E: -12 | F: -43% | G: 13%
CC(=O)Nc1ccc(-c2ccccc2)s1
  A: / | B: -6 | C: 2% | D: -8% | E: -15 | F: -16% | G: 24%
CCC1OC(=O)C(C)[C@@H](O[C@H]2C[C@@](C)(OC)C(O)C(C)O2)C(C)[C@@H](O[C@@H]2OC(C)CC(N(C)C)C2O)[C@@](C)(O)CC(C)C(=O)[C@@H](C)C(O)[C@]1(C)O (stereo not given in full)
  A: ? | B: / | C: / | D: -11% | E: / | F: / | G: -14%
CS(=O)(=O)c1ccc(C(=O)NCC(c2ccco2)N2CCCCC2)cc1 (stereo not given)
  A: -9% | B: -2 | C: 1% | D: 0% | E: 18 | F: -16%[11.4 µM] | G: 18%
CC(C)(C)c1ccc(NC(=O)c2ccccc2)c([N+](=O)[O-])c1
  A: ? | B: 35* | C: -3% | D: 0% | E: 122* | F: 4% | G: 30%[activator]
CC(=O)Nc1cc(C(N)=O)c(Cl)cc1Cl
  A: -11% | B: -2 | C: -2% | D: 4% | E: -19 | F: -17% | G: /
CC1Cc2ccccc2N1C(=O)Cn1c(=O)cc(O)c2ccccc21 (stereo not given)
  A: 0% | B: -4 | C: 1% | D: -18% | E: -15 | F: -2% | G: 3%
Cc1ccc2c(c1)c(N=O)c(O)n2Cc1ccc(Cl)cc1
  A: -34% | B: -7 | C: 5% | D: 1% | E: 13 | F: -13% | G: 12µM*
COc1ccccc1OCCOCCn1cnc2ccccc2c1=O
  A: 10% | B: 17 | C: -5% | D: 3% | E: 16 | F: -1% | G: 6%

# Copied from above (3 entries):
# Field names – A = Pf growth 96h; B = CHX counter; C = LmPK inh; D = TbPYK inhibitor; E = Shiga toxin inh; F = AmpC no deterg; G = Pf growth 48h
CC1Cc2ccccc2N1C(=O)Cn1c(=O)cc(O)c2ccccc21 (stereo not given)
  A: 0% | B: -4 | C: 1% | D: -18% | E: -15 | F: -2% | G: 3%
Cc1ccc2c(c1)c(N=O)c(O)n2Cc1ccc(Cl)cc1
  A: -34% | B: -7 | C: 5% | D: 1% | E: 13 | F: -13% | G: 12µM*
COc1ccccc1OCCOCCn1cnc2ccccc2c1=O
  A: 10% | B: 17 | C: -5% | D: 3% | E: 16 | F: -1% | G: 6%

# New compounds follow
# Field names – A = Pf growth 96h; B = CHX counter; C = LmPK inh; D = TbPYK inhibitor; E = Shiga toxin inh; F = AmpC no deterg; G = Pf growth 48h
C=CCNC(=O)CSc1nc2sc(C)c(C)c2c(=O)[nH]1
  A: -25% | B: 0 | C: 0% | D: 2% | E: -16 | F: -9% | G: 5%
COc1cc(C2NC(=O)NC(c3ccccc3)=C2C(C)=O)cc([N+](=O)[O-])c1O (stereo not given)
  A: 1% | B: -4 | C: 3% | D: -4% | E: 7 | F: 2% | G: 53%[activator]
CCOC(=O)N1CCN(CC(O)COc2ccc(OC)cc2C(C)(C)C)CC1 (stereo not given)
  A: 5% | B: -1 | C: -3% | D: -24% | E: -4 | F: 173%[activator] | G: -11%
COc1ccc(C2C(C(=O)O)CCC(=O)N2c2ccc(OC)cc2)cc1 (stereo not given)
  A: -4% | B: -3 | C: 11% | D: -2% | E: -4 | F: -7% | G: /
COc1ccc2oc(=O)c(NC(=O)C3CCCCC3)cc2c1
  A: 13µM* | B: -3 | C: 3% | D: 7% | E: 3 | F: -2% | G: 72%[activator]
Cc1ccc(S(=O)(=O)N2CCOC2CNC(=O)C(=O)NCc2ccncc2)cc1 (stereo not given)
  A: 21% | B: -2 | C: -4% | D: -3% | E: 12 | F: 1% | G: -6%
COC(=O)c1nn(-c2ccccc2)c(Cl)c1/C=N/OCc1ccc(Cl)cc1Cl
  A: 42%[activator] | B: -1 | C: 0% | D: -1% | E: -8 | F: -18% | G: ?
CC(Sc1nnc(-c2ccc(OC(F)F)cc2)n1N)C(=O)NCC1CCCO1 (stereo not given)
  A: 6% | B: / | C: / | D: 1% | E: / | F: -12% | G: ?
COC(=O)c1ccc(C2C(C#N)=C(C)NC3=C2C(=O)CC(C)(C)C3)cc1 (stereo not given)
  A: 9.3µM* | B: -4 | C: -1% | D: 7% | E: -22 | F: -20% | G: 8%
CCCC(C)(COC(N)=O)COC(=O)NC(C)C (stereo not given)
  A: 2%&-27% | B: -2 | C: -7% | D: 2%&1% | E: -10 | F: 9% | G: 15%&-16%
Cc1c(C(=O)Nn2cnnc2)oc2ccccc12
  A: ? | B: 3 | C: -25% | D: 2% | E: 27 | F: -7% | G: 24%
CC(=O)Nc1ccc(S(=O)(=O)Nc2c(C)nn(-c3ccccc3)c2C)cc1
  A: ? | B: -4 | C: 0% | D: -2% | E: 14 | F: -9% | G: -15%
Cc1ccc(-c2nn(CC(=O)NN3CCOCC3)c(=O)c3ccccc23)cc1
  A: 19% | B: -1 | C: 1% | D: -3% | E: 8 | F: 0% | G: 26%
O=[N+]([O-])c1ccc(S(=O)(=O)NCCc2ccncc2)cc1
  A: 26% | B: -2 | C: 8% | D: -4% | E: 14 | F: -17% | G: ?
NC(=O)C1CCCN(CC(=O)N2CCN(c3ccccc3)CC2)C1 (stereo not given)
  A: 10% | B: -5 | C: -10% | D: 5% | E: -5 | F: 18% | G: 22%
COc1ccc(C(=O)NCCOc2ccccc2)cc1S(=O)(=O)N1CCOCC1
  A: -30% | B: / | C: / | D: 1% | E: / | F: -23% | G: ?
Cc1ccc2c(c1)cc1c(=O)n(CC(=O)NCCCc3ccccc3)nc(C)n12
  A: 32%[activator] | B: -1 | C: 2% | D: -5% | E: 4 | F: -18% | G: 13%
CC(/C=N/NC(=O)CSc1nnc(SCc2ccccc2)s1)=C\c1ccco1
  A: ? | B: 14* | C: 4% | D: 1% | E: 6 | F: ? | G: -6%
Cc1ccc(Cl)cc1NC(=O)C1CCCN(S(=O)(=O)c2c(C)noc2C)C1 (stereo not given)
  A: 64%[activator] | B: 32 | C: 5% | D: 6% | E: 19 | F: -5% | G: ?
Cc1ccc(C)c(-n2c3nc(=O)n(C)c(=O)c-3cc3ccccc32)c1
  A: -22% | B: -2 | C: 7% | D: 0% | E: -9 | F: -4% | G: 0%
CCc1ccccc1NC(=O)Nn1cnnc1
  A: -3% | B: 1 | C: -2% | D: 0% | E: -3 | F: -6% | G: 17%
CCCOc1c(OC)cc(Cl)cc1C1NC(=O)NC(C)=C1C(=O)NCc1ccccc1 (stereo not given)
  A: ? | B: 0 | C: 5% | D: 3% | E: -5 | F: -2% | G: /
Nc1ccc(NC(=S)Nc2ccccc2)cc1
  A: 44%[activator] | B: -3 | C: 2% | D: -2% | E: -4 | F: -26% | G: -19%
COc1ccc2[nH]cc(/C=C(/C#N)S(=O)(=O)c3ccccc3)c2c1
  A: ? | B: -3 | C: 13% | D: 6% | E: -6 | F: -33% | G: /
CSc1ccccc1C(=O)C1CCCN(C(=O)CCN2CCCO2)C1 (stereo not given)
  A: 5.2µM* | B: 2 | C: -4% | D: -5% | E: 9 | F: 9% | G: 37%[activator]
COc1ccc2c(=O)c(C(=O)NCCc3ccc(OC)c(OC)c3)c[nH]c2c1
  A: ? | B: -1 | C: 6% | D: -1% | E: -9 | F: 61%[activator] | G: 10µM*
COc1ccc(/C=C2\SC(=S)N(CCC(=O)NCCc3ccc(O)cc3)C2=O)cc1
  A: 16% | B: -4 | C: 4% | D: 0% | E: -4 | F: -25% | G: 40%[activator]
CCS(=O)(=O)N1CCN(c2ccnc3cc(Cl)ccc23)CC1
  A: 10µM* | B: -1 | C: -1% | D: 1% | E: -5 | F: 2% | G: 12µM*
O=C(NCCNS(=O)(=O)c1ccccc1)c1cc(OCC(F)(F)F)ccc1OCC(F)(F)F
  A: ? | B: -5 | C: 1% | D: -1% | E: -4 | F: -17% | G: ?
O=C1CSC(c2cccc(O)c2)N1Cc1ccccc1 (stereo not given)
  A: 0% | B: -2 | C: -1% | D: 11% | E: 3 | F: -1% | G: -1%
COc1cccc(OC)c1C(=O)Nc1cccnc1
  A: 38%[activator] | B: -4 | C: 0% | D: -2% | E: -11 | F: -8% | G: ?
Cc1c(-c2nc(-c3ccncc3)no2)cccc1[N+](=O)[O-]
  A: 25% | B: 1 | C: -5% | D: 3% | E: 25 | F: 99% | G: 30%[activator]
CCOc1ccc(CN(C)C(=O)CCl)cc1
  A: 12%[5.75 µM] | B: 4 | C: 0% | D: -3% | E: 9 | F: -11% | G: 6.6µM*

# Screens from PubChem BioAssay.
